ABCB1 inh = inhibitors of human ABCB1 transporter, ABCG2 counter-screen | P08183 | CCRF-Adr cells, JC-1 efflux, flow cytometry | inhibition, % at 6.6 µM | 0.067% of 190,000 active | AID 1326; in the data active = inhibition above about 40%;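 also: 0% = vehicle and 100% = reference inhibitor; higher value means more JC-1 retained so stronger ABCB1 efflux block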
Bim-Bcl-B = disrupts Bim peptide binding to human Bcl-B | Q9HD36 | bead-based flow cytometry | 0.073% of 190,000 active | AID 951 | inhibition, % at 10 µM;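 also: 0% = tracer peptide without compound and 100% = reference inhibitor peptide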
Bim-Bfl-1 = inhibitors of Bim-Bfl-1 interaction, human; Bead-based flow cytometry, Bim-Bfl-1 binding inhibition; inhibition, % at 10 µM; 0.12% of 190,000 active; AID 1008;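 also: 0% = wells without compound plus tracer and 100% = blocker peptide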
RGS4-Gao reg = human RGS4-Galphao interaction regulation; P09471; Multiplexed bead flow cytometry, RGS4-Galphao binding; actives lie on both sides; binding response (% of control), % at 10 µM; 0.33% of 220,000 active; AID 1415; in the data active = binding response below about 49% or above about 150%; inactive = in between;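 also: fluorescent Galphao activated with aluminum fluoride binding bead-coupled RGS4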
Target sequence (P09471 whole entry, looked up): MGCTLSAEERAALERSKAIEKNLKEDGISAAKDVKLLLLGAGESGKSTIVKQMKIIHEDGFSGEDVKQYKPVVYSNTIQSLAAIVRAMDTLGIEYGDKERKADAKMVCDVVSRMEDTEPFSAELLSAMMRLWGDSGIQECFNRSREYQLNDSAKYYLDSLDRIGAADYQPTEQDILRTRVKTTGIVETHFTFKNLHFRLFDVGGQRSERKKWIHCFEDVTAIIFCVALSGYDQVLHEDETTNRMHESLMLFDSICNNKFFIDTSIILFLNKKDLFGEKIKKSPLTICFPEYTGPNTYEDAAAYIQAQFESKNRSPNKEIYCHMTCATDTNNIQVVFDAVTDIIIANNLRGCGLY
RGS7-Gao = human RGS7-Galphao interaction regulation; 0.35% of 220,000 active; Multiplexed bead flow cytometry, RGS7-Galphao binding; actives lie on both sides; binding response (% of control), % at 10 µM; P09471; in the data active = binding response below about 49% or above about 150%; inconclusive = no clear call, values can overlap the other calls; inactive = in between;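 also: fluorescent Galphao held in activated GDP-AlF4 state binding bead-coupled RGS7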
Bcl-2 Bim block = inhibitors of Bim-Bcl-2 interaction, human | Bead-based flow cytometry, Bim peptide-Bcl-2 binding | AID 950 | inhibition, % at 10 µM | 0.06% of 190,000 active; in the data active = inhibition above about 40%; inconclusive = no clear call, values can overlap the other calls;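 also: 0% = no compound wells with probe peptide and 100% = reference peptide inhibitor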
Target sequence (P10415 whole entry, looked up): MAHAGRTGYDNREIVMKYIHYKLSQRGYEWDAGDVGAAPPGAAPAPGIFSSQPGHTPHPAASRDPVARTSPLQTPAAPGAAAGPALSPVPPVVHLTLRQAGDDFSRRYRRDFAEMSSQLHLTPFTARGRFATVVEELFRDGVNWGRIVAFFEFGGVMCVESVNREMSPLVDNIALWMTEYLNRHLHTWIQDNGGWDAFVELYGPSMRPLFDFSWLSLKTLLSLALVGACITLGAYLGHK
ABCG2 block = human ABCG2 inhibition, ABCB1 as counter-screen; Q9UNQ0; IgMXP3 cells, JC-1 efflux, flow cytometry; inhibition, % at 6.6 µM; 0.1% of 190,000 active; AID 1325;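 active = inhibition above 80%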;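 also: 0% = DMSO and 100% = nicardipine control wells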
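Test system: IgMXP3 cells (ABCG2) mixed with DDAO far-red-labelled CCRF-Adr cells (ABCB1). Reagent: JC-1 transporter substrate. Compound dosing: single test compound dose, 6.6 µM final. Times: 10 min compound exposure, 25 °C. Detection: flow cytometry of retained JC-1 fluorescence. Read-out basis: efflux inhibition in percent versus controls. Controls: nicardipine and DMSO wells.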
Bcl-XL Bim block = disrupts Bim peptide binding to human Bcl-XL. Q07817. bead flow cytometry, fluorescence. inhibition, % at 10 µM. 0.04% of 190,000 active
Target sequence (Q07817 whole entry, looked up): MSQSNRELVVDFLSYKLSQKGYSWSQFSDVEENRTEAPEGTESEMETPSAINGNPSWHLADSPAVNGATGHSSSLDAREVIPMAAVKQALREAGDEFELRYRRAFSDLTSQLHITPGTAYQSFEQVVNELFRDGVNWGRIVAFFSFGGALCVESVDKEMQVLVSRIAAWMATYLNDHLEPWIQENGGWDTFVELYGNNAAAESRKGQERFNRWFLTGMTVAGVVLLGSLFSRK
Avidin bead fluor = compound fluoresces at 488/530 nm on avidin beads; compound fluorescence 488/530 nm, flow cytometry; active compounds read high; fluorescence (KMESF) at 10 µM; 0.38% of 220,000 active; AID 1775; in the data active = fluorescence above about 47; also: inactives centre near 10
Bcl-W Bim block = human Bim-Bcl-W interaction inhibition. bead-based flow cytometry, Bim peptide-Bcl-W binding. 0.02% of 190,000 active. inhibition, % at 10 µM. Q92843;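 also: 0% = bound tracer without compound and 100% = peptide blocker; higher means less fluorescent Bim peptide bound to Bcl-W beads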
Target sequence (Q92843 whole entry, looked up): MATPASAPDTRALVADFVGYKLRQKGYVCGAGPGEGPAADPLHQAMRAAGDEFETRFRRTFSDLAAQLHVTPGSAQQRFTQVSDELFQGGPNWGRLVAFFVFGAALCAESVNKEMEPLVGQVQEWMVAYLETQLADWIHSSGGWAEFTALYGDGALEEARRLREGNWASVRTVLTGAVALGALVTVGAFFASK
GSH bead fluor = GSH bead compound fluorescence profile. GSH beads flow cytometry, compound fluorescence 488/530 nm; active compounds read high. fluorescence (KMESF) at 10 µM. AID 1776. 0.25% of 190,000 active; in the data active = fluorescence above about 89;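 also: glutathione beads carrying GST-tagged Bcl family fusion proteins plus one bare bead set; values are compound well signal with DMSO vehicle wells as background; inactives centre near 16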
* marks the source's active call; other numbers are inactive results; ? = inconclusive. Rule as the data show it, unless noted: active = inhibition above about 40%.

canonical_smiles	ABCB1 inh	Bim-Bcl-B	Bim-Bfl-1	RGS4-Gao reg	RGS7-Gao	Bcl-2 Bim block	ABCG2 block	Bcl-XL Bim block	Avidin bead fluor	Bcl-W Bim block	GSH bead fluor
COc1ccc(CCNC(=O)CC2Oc3ccc(Cl)cc3NC2=O)cc1OC (stereo unspecified)	1.0	-9	-8	92	102	-6	4	-4	14	0	25
COc1ccc(-n2c(Cc3ccccc3)nnc2SCC(=O)N2CCCc3ccccc32)cc1	2.6	-8	2	98	102	9	3	-7	13	-2	16
O=C(Nc1ccc(Cl)c(Cl)c1)c1csc(-c2ccccc2)n1	-0.6	-11	-13	100	103	-9	0	2	12	-3	27
CC(C)C(NC(=O)c1ccccc1F)C(=O)OCC(=O)c1ccc(F)cc1 (stereo unspecified)	-1.1	-3	-2	101	108	-3	4	-1	25	-1	12
CCC1C/C(=C/c2cccs2)C(=O)/C(=C/c2cccs2)C1 (stereo unspecified)	-4.6	-5	2	94	98	1	-8	-2	10	-1	21
C=CCn1c(SCC(=O)Nc2ccc3c(c2)CCC3)nc2ccccc2c1=O	3.2	-11	-14	98	96	-8	14	-6	8	-4	12
O=C(Nc1ccccc1Sc1ccccc1)c1ccccc1	3.5	-9	-18	99	102	-11	7	-8	16	0	36
COc1ccc(S(=O)(=O)N(CC(=O)NCCCN(C)C)c2ccc(C)cc2)cc1OC	1.0	-4	-15	97	98	-5	34	-5	34	0	23
CCOC(=O)c1c(C)c(C(=O)NCc2ccc(OC)cc2)c(C)n1C	0.4	-4	-13	104	109	-7	4	-2	32	-3	12
O=C(CN(Cc1ccccc1)S(=O)(=O)c1ccccc1)NC1CC1	0.3	-1	0	102	101	-4	2	-5	7	-4	69
COc1cc(CNCCN(C)C)c(Br)cc1OC1CCCC1	0.1	-5	-7	100	99	-2	0	-1	7	-1	15
CN(C(=O)CSC1=NCCS1)c1ccccc1	-0.1	-1	-3	98	94	-1	0	-1	8	-1	16
CCS(=O)(=O)c1ccc2oc(Nc3cc(C)cc(C)c3)nc2c1	0.6	-1	-2	103	103	0	1	-2	33	-2	21
COCCNC(=O)c1c[nH]c2ccc(S(=O)(=O)N3CCC4(CC3)OCCO4)cc2c1=O	0.2	-4	-6	102	100	-2	-1	0	8	8	8
CCn1nc(NC(=O)c2ccncc2)c2cc3ccc(C)cc3nc21	0.6	5	1	100	106	0	2	0	12	2	8
CC1(C)CC(=O)C2=C(C1)N(N1CCOCC1)C(N)=C(C#N)C2c1cccnc1 (stereo unspecified)	0.1	-9	-8	108	103	0	0	-2	9	4	17
COC(=O)c1ccc(NC(=S)Nc2ccc(O)cc2)cc1	-0.5	-13	0	100	?	0	0	-5	10	-3	19
CCOCCOC(=O)C(C)Sc1n[nH]c(=O)[nH]c1=O (stereo unspecified)	0.5	-8	-11	104	109	-7	1	1	8	1	53
COc1ccccc1CN(Cc1cc2cc(C)cc(C)c2[nH]c1=O)Cc1nnnn1CC1CCCO1 (stereo unspecified)	3.6	0	0	101	96	-2	4	1	37	0	14
NC(=O)C1CC=CCC1C(=O)OCC(Cl)=C(Cl)Cl (stereo unspecified)	0.3	-1	0	94	95	1	4	-1	24	0	14
Cc1ccc(NS(=O)(=O)c2ccc(OCC(=O)N3CCOCC3)cc2)cc1	0.8	-7	-6	102	101	-6	3	-4	9	1	10
CCCn1nnnc1SCC(=O)NNC(=O)c1ccco1	0.0	0	-2	102	102	1	1	1	11	0	18
CCNCCOC(c1ccccc1)c1ccccc1	-0.1	-3	0	104	103	0	1	-1	7	0	16
CC(=O)NCCn1c(SCc2cccc([N+](=O)[O-])c2)nc2ccccc2c1=O	2.5	-4	-5	101	106	-1	14	-4	9	-1	19

A second format for some results above:
CC(=O)NCCn1c(SCc2cccc([N+](=O)[O-])c2)nc2ccccc2c1=O
  ABCB1 inh: 2.5
  Bim-Bcl-B: -4
  Bim-Bfl-1: -5
  RGS4-Gao reg: 101
  RGS7-Gao: 106
  Bcl-2 Bim block: -1
  ABCG2 block: 14
  Bcl-XL Bim block: -4
  Avidin bead fluor: 9
  Bcl-W Bim block: -1
  GSH bead fluor: 19
NC(=O)C1CC=CCC1C(=O)OCC(Cl)=C(Cl)Cl (stereo unspecified)
  ABCB1 inh: 0.3
  Bim-Bcl-B: -1
  Bim-Bfl-1: 0
  RGS4-Gao reg: 94
  RGS7-Gao: 95
  Bcl-2 Bim block: 1
  ABCG2 block: 4
  Bcl-XL Bim block: -1
  Avidin bead fluor: 24
  Bcl-W Bim block: 0
  GSH bead fluor: 14
CCCn1nnnc1SCC(=O)NNC(=O)c1ccco1
  ABCB1 inh: 0.0
  Bim-Bcl-B: 0
  Bim-Bfl-1: -2
  RGS4-Gao reg: 102
  RGS7-Gao: 102
  Bcl-2 Bim block: 1
  ABCG2 block: 1
  Bcl-XL Bim block: 1
  Avidin bead fluor: 11
  Bcl-W Bim block: 0
  GSH bead fluor: 18

Later entries
canonical_smiles	ABCB1 inh	Bim-Bcl-B	Bim-Bfl-1	RGS4-Gao reg	RGS7-Gao	Bcl-2 Bim block	ABCG2 block	Bcl-XL Bim block	Avidin bead fluor	Bcl-W Bim block	GSH bead fluor
Cc1cccc(OCC(=O)N2CCN(S(C)(=O)=O)CC2)c1	1.2	2	6	96	?	4	2	0	9	-1	13
Cn1c(=O)[nH]c(=O)c2c1nc(SCC(=O)O)n2CCc1ccccc1	0.4	-16	-6	97	96	-3	3	-1	7	3	4
CCc1nnc(NC(=O)c2ccc(S(=O)(=O)N(CCOC)CCOC)cc2)s1	0.3	-7	-10	98	95	-5	2	-9	7	-3	13
N#C/C(C(=O)N1CCCCC1)=C1\Nc2ccccc2S1	0.6	-4	-11	99	100	-8	5	3	15	0	23
CCN(CC)S(=O)(=O)c1ccc(NC2c3ccccc3C(=O)N2CCN2CCOCC2)cc1 (stereo unspecified)	0.2	-6	-12	101	99	-4	1	-3	8	0	20
C=CCn1c(CCC(=O)O)ccc1-c1ccc(OC)cc1	-0.1	-2	-7	101	99	-4	-1	1	8	6	11
COC(=O)Nc1ccc(OCC(=O)N2CCOCC2)cc1	0.0	0	0	103	104	-4	-1	-7	5	-1	13
CCc1nnc(NC(=O)COC(=O)CN2C(=O)c3ccccc3C2=O)s1	0.2	0	0	96	97	1	2	-1	8	2	29
CCOC(=O)N1CCN(C(=O)CSCc2ccc(C)cc2)CC1	0.8	-8	-13	100	100	-9	2	-2	11	0	24
CC(C)N(C(=O)CSc1nc(COc2ccccc2)nc2ccccc12)C(C)C	1.9	-5	0	105	100	-3	5	-16	19	-14	9
CCOC(=O)c1ccccc1N=N/C(C(C)=O)=C(/C)O	0.7	-3	-1	101	102	0	19	-7	4	-4	25
C=CCSC1=N/C(=C\c2ccc3c(c2)OCO3)C(=O)S1	-0.2	-4	6	101	101	-1	1	-6	11	-7	32
O=C(Oc1ccc2c(-c3ccccc3)cc(=O)oc2c1)C1CCCCC1	0.6	-8	-5	100	100	-7	11	-11	11	-3	35
CCOC(=O)Cc1c(C)nc(SC)[nH]c1=O	0.7	-3	-6	105	106	-2	2	0	10	1	11
O=C(Cn1cnc2ccccc21)N/N=C/c1ccco1	0.6	-6	0	100	101	0	3	-3	2	-3	6
Cc1cc(Cl)ccc1N1C(=O)CC(NNC(=O)c2cccnc2)C1=O (stereo unspecified)	-0.4	-4	0	103	102	-2	-2	-3	4	-2	6
C/C(=N\Nc1ccc(Cl)c(Cl)c1)c1ccc(-n2ccnc2)cc1	-0.1	-8	0	102	106	-1	10	-5	15	-4	7
CCOC(=O)N1CCN(c2c(N3CCOCC3)c(=O)c2=O)CC1	-2.4	-6	-13	99	98	-7	-3	-2	8	0	25
O=C(O)c1sccc1OCc1ccccc1	0.8	0	-4	96	101	-3	0	-1	10	-3	26
OCCCc1nc2n(n1)C(c1ccccc1)C=C(c1ccccc1)N2 (stereo unspecified)	0.9	-5	-12	103	101	-8	4	-4	8	1	20
CN(Cc1nccn1C)C(=O)CC1C(=O)NCCN1Cc1ccccc1C(F)(F)F (stereo unspecified)	0.9	-6	-5	110	113	-3	2	1	2	0	14
Cn1c(C(C(=O)NCC2CCCO2)N(C(=O)Cn2nnc3ccccc32)C2CCCCC2)nc2ccccc21 (stereo unspecified)	1.2	-7	-12	102	100	-7	2	1	11	-3	29
CN(C(=O)COC(=O)c1ccc([N+](=O)[O-])cc1)c1ccccc1	1.0	-2	-2	99	103	0	5	-2	12	0	17
C/C(=N\Nc1ccc([N+](=O)[O-])cc1)c1ccco1	0.4	-9	6	97	100	-13	15	-4	14	-4	12
CCn1c(=NC(=O)c2ccc(S(=O)(=O)N3CCOCC3)cc2)sc2cccc(OC)c21	2.2	-15	-22	93	91	-10	30	-9	13	-2	25
COc1ccc(-n2nc(C(=O)NCC(=O)NCc3ccco3)c3ccccc3c2=O)cc1Cl	-0.2	1	-4	100	99	-1	0	-1	16	5	11
O=C(O)CC(c1cccc(C(F)(F)F)c1)N1CCS(=O)(=O)CC1 (stereo unspecified)	5.9	-2	-4	99	96	-1	9	0	10	2	12
COc1ccccc1NC(=O)Cn1c(CCC(=O)O)ccc1-c1ccc(C)cc1	0.1	-4	-7	105	103	-4	2	-4	10	-2	11
O=C(Nc1nccs1)c1ccc(S(=O)(=O)NCC2CCCCC2)cc1	0.4	0	-3	99	99	-3	1	0	18	-1	13
CC(=O)Nc1ccc(C2=NNC(=Nc3cccc(S(=O)(=O)N(C)C)c3)SC2)cc1	-1.0	-6	2	102	104	-3	-1	-1	17	2	11
O=C(Nc1nc2ccccc2s1)C1CCCO1 (stereo unspecified)	0.3	-8	-11	96	96	-10	0	-10	7	1	35
Cc1ccc(C)c(OCC(=O)NC(Cc2c[nH]c3ccccc23)C(=O)O)c1 (stereo unspecified)	0.3	0	-2	98	98	0	2	0	13	2	28
O=C(NCc1cccnc1)C(=O)NCC(c1ccco1)N1CCN(c2ccccc2)CC1 (stereo unspecified)	1.0	-7	-2	102	100	0	2	-8	11	-2	4
COc1cccc(CNC(=O)c2ccc(NC(=O)C3CCCO3)cc2)c1 (stereo unspecified)	0.5	-9	-11	97	94	-9	5	-4	4	0	27
CC(C)(C)c1ccc(/C=N/OCC(=O)NCc2ccc(F)cc2)cc1	-0.1	-7	-2	105	101	-2	1	-4	4	-2	12
COCCn1cc(C(=O)c2ccccc2OCC(=O)Nc2cc(C)on2)cc(C#N)c1=O	0.4	-8	-5	79	91	-6	5	1	1	-3	33
CCN(CC)C(=O)Sc1cccc2cccnc12	0.1	0	0	101	100	-1	0	1	39	0	12
O=S(=O)(c1ccc(F)cc1)N1CCCC(CO)C1 (stereo unspecified)	0.0	-4	0	98	94	-6	0	-1	34	-2	21
CCOC(=O)c1ccc(NC(=O)C(CC)CC)cc1	0.2	-5	-6	101	105	-4	1	-3	7	0	23
CCOc1ccc(Br)cc1C1C(C(=O)OC)=C(N)Oc2cc(N(C)C)ccc21 (stereo unspecified)	0.8	-9	-11	100	100	-14	3	-2	9	2	8
CCCCOc1ccc(C(=O)N2CC(C)OC(C)C2)cc1 (stereo unspecified)	-0.2	-1	-1	92	98	-1	0	0	9	2	48
O=S(=O)(N/N=C/c1cccc(OC2CSC2)c1)c1ccccc1	-0.2	-4	-1	102	97	-2	0	-3	14	-2	11
Cc1noc(C)c1C(=O)Nc1ccc(F)cc1F	0.0	-2	-6	101	96	-7	0	-6	8	0	4
